High-throughput results (PubChem BioAssay)
IDE inh: human IDE inhibitors in live cells, primary screen, fluorescence polarization, HEK cells, FAbetaB substrate; FAbetaB cleavage; inhibition, % at 5.59 µM; 320,000 tested, 0.41% active; AID 434962, 2010;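 active means percent inhibition above the average of all tested compounds plus 3 SD, set per screening campaign, cut at about 16% in these data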;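 further: IDE supplied by intact live HEK cells; FP after avidin binding of uncleaved biotin substrate so inhibition keeps polarization high; 0% = DMSO wells and 100% = 60 µM reference IDE inhibitor Ii1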
M18AAP inhibitor: PfM18AAP inhibitors, malaria aminopeptidase, primary screen, biochemical, QFRET, recombinant enzyme | M18 aspartyl aminopeptidase (Plasmodium falciparum 3D7) | H-Glu-NHMec fluorogenic cleavage | inhibition, % at 7.35 µM | 290,000 tested, 1.2% active;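 active means inhibition above the campaign mean inhibition over all tested compounds plus 3 SD, cut at about 28% in these data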;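 further: 0% = plate median of test compound wells and 100% = 2 mM ZnCl2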
pCIP destab: p/CIP-EGFP fusion destabilizers, primary screen, fluorescence, F442A cells; decrease of EGFP signal, % at 10 µM; 290,000 tested, 0.01% active; AID 1984, 2009; 16 h; Q05BA5;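 active means EGFP signal decrease of at least 30% at 10 µM or well 3 SD below plate mean, unless failing retest; inactive means the rest, including hits failing retest or dose response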; further: some compounds called inactive have numbers as strong as hits; many of its hits are not listed in these tables
Target sequence (Q05BA5 1-1403): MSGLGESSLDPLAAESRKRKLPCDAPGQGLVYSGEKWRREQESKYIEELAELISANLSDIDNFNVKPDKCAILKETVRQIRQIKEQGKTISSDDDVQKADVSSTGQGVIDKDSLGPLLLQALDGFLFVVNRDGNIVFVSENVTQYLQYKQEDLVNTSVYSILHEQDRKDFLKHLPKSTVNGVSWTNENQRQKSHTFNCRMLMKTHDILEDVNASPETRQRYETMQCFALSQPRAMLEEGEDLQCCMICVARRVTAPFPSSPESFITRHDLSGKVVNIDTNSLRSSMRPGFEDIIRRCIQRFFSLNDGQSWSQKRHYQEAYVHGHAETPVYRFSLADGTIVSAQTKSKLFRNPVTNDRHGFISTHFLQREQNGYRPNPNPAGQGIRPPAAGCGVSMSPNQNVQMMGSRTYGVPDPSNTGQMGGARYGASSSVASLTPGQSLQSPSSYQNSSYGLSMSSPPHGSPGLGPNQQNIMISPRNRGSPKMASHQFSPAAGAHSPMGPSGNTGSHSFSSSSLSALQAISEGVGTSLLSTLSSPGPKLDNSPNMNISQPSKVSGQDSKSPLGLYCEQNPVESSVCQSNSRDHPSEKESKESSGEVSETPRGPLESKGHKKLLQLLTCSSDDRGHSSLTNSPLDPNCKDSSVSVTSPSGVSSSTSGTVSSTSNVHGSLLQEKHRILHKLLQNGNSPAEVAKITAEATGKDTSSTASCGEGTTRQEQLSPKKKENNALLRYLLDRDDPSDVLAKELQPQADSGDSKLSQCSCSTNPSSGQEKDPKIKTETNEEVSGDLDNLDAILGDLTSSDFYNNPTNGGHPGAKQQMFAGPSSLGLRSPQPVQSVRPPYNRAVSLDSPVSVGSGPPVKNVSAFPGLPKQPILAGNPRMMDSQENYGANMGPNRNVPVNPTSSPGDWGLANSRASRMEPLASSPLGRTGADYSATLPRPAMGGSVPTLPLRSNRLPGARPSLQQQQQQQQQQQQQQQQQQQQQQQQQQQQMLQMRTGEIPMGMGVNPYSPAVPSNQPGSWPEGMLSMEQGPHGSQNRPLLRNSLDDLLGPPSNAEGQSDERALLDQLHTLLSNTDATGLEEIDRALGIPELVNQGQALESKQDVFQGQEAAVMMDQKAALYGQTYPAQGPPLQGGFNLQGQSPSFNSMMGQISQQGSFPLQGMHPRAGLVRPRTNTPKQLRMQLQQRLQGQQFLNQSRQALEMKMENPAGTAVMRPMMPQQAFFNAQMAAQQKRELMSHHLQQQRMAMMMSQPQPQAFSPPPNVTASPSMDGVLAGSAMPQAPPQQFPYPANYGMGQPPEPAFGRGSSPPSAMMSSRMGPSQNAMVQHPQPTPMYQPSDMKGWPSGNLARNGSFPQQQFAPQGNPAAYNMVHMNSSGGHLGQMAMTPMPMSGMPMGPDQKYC
GPR7 antagonist: GPR7 receptor antagonists, primary screen, cell-based, fluorescence, single concentration; Neuropeptides B/W receptor type 1 (Homo sapiens), P48145; GPR7-expressing cells, fluorescence antagonist assay; 290,000 tested, 1.1% active; inhibition, % at 4.4 µM; in the data active means inhibition above about 16%, passing the limit was not always enough;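 further: cells stimulated with the agonist NPW; 0% = agonist with vehicle and 100% = vehicle without agonist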
IMP-1 inhibitor: IMP-1 metallo-beta-lactamase inhibitors, primary screen, biochemical, epi-absorbance readout, Pseudomonas aeruginosa enzyme. purified IMP-1, nitrocefin hydrolysis, epi-absorbance fluorescence. metallo-beta-lactamase IMP-1 (Pseudomonas aeruginosa). 290,000 tested, 0.45% active. inhibition, % at 5.6 µM. AID 1556, 2009;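 active means inhibition above the mean plus 3 SD of all compounds in the same screening run, cut at about 4.5% in these data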;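 further: 0% = IMP-1 with DMSO and 100% = DMSO wells lacking enzyme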
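System: purified IMP-1 / Input: IMP-1 dispensed at 0.2 nM / Medium: 50 mM HEPES pH 7.1, 50 µM ZnSO4, 0.05% Brij 35 / Timing: 15 min enzyme–compound preincubation, then 25 min nitrocefin reaction, 25 °C / Technique: plate fluorescence quenching by hydrolysis product, ex 480/em 530 nm / Repeats: singlicate testing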
VIM-2 inh: VIM-2 metallo-beta-lactamase inhibitors, primary screen, biochemical, epi-absorbance readout, Pseudomonas aeruginosa enzyme. purified VIM-2, nitrocefin hydrolysis, epi-absorbance fluorescence. inhibition, % at 5.6 µM. 290,000 tested, 0.89% active;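 active means inhibition above the mean of all tested compounds plus 3 SD, cutoff set per screening run, cut at about 7.5% in these data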;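 further: red hydrolysis product quenches plate fluorescence so inhibitors raise well fluorescence; 0% = enzyme with DMSO and 100% = DMSO without enzyme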
IDE cell activ: human IDE activators in live cells, primary screen, fluorescence polarization, HEK cells, FAbeta-B substrate; Insulin-degrading enzyme (Homo sapiens), P14735; FAbeta-B cleavage; 0% vehicle, 100% cell-free pure enzyme wells; activation, % at 5.96 µM; 340,000 tested, 0.073% active; AID 493087, 2011;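 active means activation above the mean of all tested compounds plus 3 SD, set per screening campaign, cut at about 17% in these data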
PHOSPHO1 inh: PubChem AID 1565 | Phosphoethanolamine/phosphocholine phosphatase (Homo sapiens), Q8TCT1 | recombinant PHOSPHO1, absorbance phosphatase assay | inhibition, % at 13.3 µM | 290,000 tested, 1.1% active; in the data active means inhibition above about 60%
NALP1 yeast inh: NALP1 inflammasome inhibitors in reconstituted yeast, colorimetric, S. cerevisiae, triplicate retest | AID 2071, 2009 | 280,000 tested, 0.61% active | S. cerevisiae NALP1/ASC/caspase-1 growth, X-gal OD620, 72 h | inhibition, % at 10 µM; in the data active means inhibition mostly above about 24%, no sharp cut-off; inactive means mostly below about 32%; further: some compounds called inactive have numbers as strong as hits
Active calls of the source: *; nt = not tested or not shown.

SMILES	IDE inh	M18AAP inhibitor	pCIP destab	GPR7 antagonist	IMP-1 inhibitor	VIM-2 inh	IDE cell activ	PHOSPHO1 inh	NALP1 yeast inh
CCCNC(=O)COC(=O)c1c2c(nc3ccccc13)CCC2	9	-5	-17	-6	-3.8	1.0	-3	14	12
Cc1oc(-c2ccc(F)cc2)cc1-c1nn2c(-c3ccco3)nnc2s1	nt	6	nt	10	-2.8	-3.3	nt	nt	nt
Cn1c(/C=C/c2cccc(Br)c2)nc2ccccc2c1=O	19*	10	-15	4	-0.3	-1.1	-10	3	16
CC1(C)CCC(=O)C=C1Nc1ccc(F)c(Cl)c1	nt	2	-14	0	-1.7	-1.9	-4	25	-1
CCCCNC(=O)CN1C(=O)NC(Cc2ccccc2)(Cc2ccccc2)C1=O	0	0	-2	11	-1.3	-2.9	-1	35	19
Cc1[nH]c(=O)[nH]c(=O)c1/C=C/C(=O)O	2	3	-11	-19	-1.7	-2.5	-1	25	nt
CCOc1ccc(NC(=O)N(Cc2ccc(C)cc2)Cc2ccccn2)cc1	1	-2	-6	-3	-3.2	-2.4	2	38	20
C#CCN(CC=C)C(=O)C1CCC(=O)N(CCCc2ccccc2)C1 (centres undefined)	-2	-7	5	-10	1.1	1.6	2	30	16
CCc1cccc2c1NC(=O)[C@]21[C@@H]2C(=O)N(Cc3ccccc3)C(=O)[C@@H]2[C@@H]2CCCN21	1	5	-2	-15	-1.9	-3.8	7	11	-3
Cc1ccc(C)c(OCC(=O)Nc2ccc(S(=O)(=O)Nc3ncccn3)cc2)c1	3	9	4	-10	-2.4	-1.7	2	6	9
CC(NC(=O)CNC(=O)C(Cc1ccccc1)NC(=O)OCc1ccccc1)C(N)=O (centres undefined)	0	-1	-18	11	-1.8	-0.7	4	4	12
O=C(CCCn1c(=S)[nH]c2cc3c(cc2c1=O)OCO3)N1CCc2ccccc2C1	6	3	-6	-5	-2.6	-0.8	-2	-48	9
CCOC(=O)CSc1nnc(NC(=O)c2cc([N+](=O)[O-])cc([N+](=O)[O-])c2)s1	10	1	-3	-1	-2.3	1.1	0	4	34
Cc1cccc(NC(=O)Cn2nc([N+](=O)[O-])c(Br)c2C)n1	1	-15	10	-2	-0.6	0.0	4	-5	9
NNC(=O)/C(=C\c1cccs1)NC(=O)c1ccccc1	9	7	-5	0	-3.5	-5.2	-5	6	22
Cc1cc(F)ccc1NCC(=O)Nc1ccccc1Br	-2	-2	7	4	0.8	0.6	5	9	24
COc1ccccc1CNC(=O)CN1CCN(c2ccc(C(C)=O)cc2)CC1	0	0	-1	-1	-1.4	-1.1	4	-10	-17
O=C(NCCOC(=O)c1cccs1)c1cccnc1	-3	7	-8	6	-0.3	-0.4	6	7	-9
CC1(C)CC(=O)C([N+](=O)[O-])=C(NCCCC(=O)O)C1	1	8	-17	-4	-1.3	-3.5	6	-9	27
CC(C)Cn1c(SCC(=O)NCc2ccco2)nnc1-c1ccncc1	0	5	5	-5	-2.9	-1.6	5	33	7
O=C(COc1ccccc1Cl)N1CCCCCCC1	6	6	-15	-17	-0.5	-2.1	4	36	-1
CC1=NN(S(=O)(=O)c2ccc(F)cc2)C(=O)c2ccccc2O1	0	-3	-7	-8	-2.5	-3.9	5	4	-5
C=CCn1c(-c2cccnc2Cl)nc2ccccc21	1	6	-1	-3	-5.8	-2.0	-1	36	-6
Cc1cccc(N2CCN(CC3CCCCC3)CC2)c1C	-4	-16	-14	-15	-2.2	-2.4	2	18	9
CCCCNCCOc1ccccc1-c1ccccc1	0	-3	-13	22*	-2.1	-1.9	-1	-9	39
O=c1c(-c2ccco2)[n+]([O-])c2ccccc2n1OCc1ccccn1	nt	4	-10	-6	-2.6	-3.1	3	-10	4
CC(C)OCCCNC(=O)CN1CCN(Cc2ccccc2Cl)C1=O	-6	-13	-7	2	-1.5	-3.7	2	-2	5
O=C(Nc1nc2ccccc2[nH]1)c1cccc([N+](=O)[O-])c1	7	6	-10	-11	-2.4	-4.5	0	13	-19
CCN(Cc1ccccc1)S(=O)(=O)c1c(C)[nH]c(C)c1C(=O)N1CCCC1	3	6	1	17	0.2	2.0	4	26	20
O=C(O)CCC(=O)N1CCN(S(=O)(=O)c2cccs2)CC1	-6	-4	-28	-21	-0.9	-1.1	-4	22	11
CC(=O)N1CCN(c2ccccc2NC(=O)c2ccc(C#N)cc2F)CC1	2	-4	0	4	-4.8	-3.9	4	55	2
Cc1cccc(CC2CC(=O)N(c3ccc(C)cc3Br)C2=O)c1 (centres undefined)	-2	-11	-4	-7	-1.9	-3.0	3	31	11
Cn1c(-c2cccc([N+](=O)[O-])c2)cnc1NCc1cccc([N+](=O)[O-])c1	5	9	-13	1	-4.9	-3.8	-4	39	8
COc1ccc(CNC(=O)CSc2nc3[nH]ncc3c(=O)n2-c2ccccc2Br)cc1	1	21	-2	4	-1.4	-0.5	nt	-8	-23
CC(C)CC(=O)NCCNC(=O)c1cc(OCC(F)(F)F)ccc1OCC(F)(F)F	0	-15	12	0	-1.6	-5.4	6	0	13
O=C(CSc1ccncc1)Nc1ccc2ccccc2c1	1	-3	0	-3	-0.6	-2.3	1	-4	-2
CN1C2CCC1CC(NC(=O)c1cccc(C(F)(F)F)c1)C2 (centres undefined)	-4	-6	-7	-6	-1.9	0.6	3	44	20
O=C(Nc1nc(-c2ccccc2)c(C(=O)c2ccccc2)s1)c1ccc(S(=O)(=O)N2CCCC2)cc1	-3	1	-16	-14	-3.9	-1.8	-2	8	11
Cc1ccccc1C(=O)c1cccn1CC(=O)NCCCN1CC(C)CC(C)C1 (centres undefined)	-9	-4	0	1	-1.6	-0.3	0	40	17
CCOC(=O)c1ccc(NC(=O)CSc2nnc(CNC(=O)c3ccco3)o2)cc1	0	9	0	-1	-2.9	-2.9	-3	49	1
CCN1CCc2c(OCC(=O)Nc3ccc4c(c3)OCCO4)cccc2C1=O	3	-15	-11	-9	-2.7	-3.9	nt	38	9
O=S(=O)(Nc1ccc(S(=O)(=O)Nc2ncccn2)cc1)c1ccccc1	-2	-10	-8	-13	1.3	3.0	0	28	7
CC(C)(O)C#Cc1ccc(C(=O)N2CCN(c3ccc(Cl)cc3)CC2)cc1	2	-6	-3	-13	-2.1	-0.5	3	-10	-1
CCOC(=O)C1CCN(S(=O)(=O)c2ccc(-c3ccccn3)s2)CC1	2	-1	-10	1	-0.8	-3.2	nt	41	24
OC1(c2ccc3c(c2)OCO3)CCN(Cc2ccccn2)CC1	-2	-3	4	-5	-2.3	-2.0	5	23	30*
CSc1ccc(/C=C(/NC(=O)c2ccco2)C(=O)N2CCCCCC2)cc1	2	11	-14	-11	-2.8	-1.2	1	1	-2
CN=C1NN=C(c2cc(C)n(-c3ccc(Cl)cc3)c2C)CS1	-5	2	-48	-6	-2.5	-3.9	8	2	-26
CS(=O)(=O)NN1C(=O)c2ccccc2NC1c1ccccc1 (centres undefined)	3	2	2	-7	-2.5	-1.5	8	-4	-6
CCC(C)NS(=O)(=O)c1ccc(OCC(=O)NCc2cccnc2)cc1 (centres undefined)	3	5	-4	-3	-2.1	-4.1	-4	32	19
Cc1nc2ccccc2n1CCC(=O)O	3	-6	0	1	-0.8	-1.8	8	7	7
CC(=O)O/N=C(\N)Cc1ccc(-c2csnn2)cc1	5	-10	-16	-8	-3.4	-0.5	5	30	19
CNC(=O)CSc1nc2[nH]ncc2c(=O)[nH]1	-2	30*	10	-5	-6.5	-6.2	1	7	-10
Cc1ccc(NC(=O)C2CCCN2S(=O)(=O)c2ccc3c(c2)n(C)c(=O)c(=O)n3C)c(C)c1 (centres undefined)	-3	-4	12	-12	-3.0	-2.1	7	-21	nt
Cn1nc(C(F)(F)F)c(-c2cccc(C(F)(F)F)c2)c1NC(=O)c1ccco1	7	-7	6	-1	-1.6	-0.8	5	3	nt
CC(=O)c1cc(CC=C(C)C)c(O)c(CC=C(C)C)c1O	-1	5	-5	0	-2.3	-2.0	2	-14	4
Cc1cnc(CN(C)C(=O)c2cc(COc3c(F)cccc3F)on2)[nH]1	0	3	1	-13	-2.7	-3.3	-2	2	-1
Cc1ccc(C(=O)Nc2ccccc2NC(=O)c2ccc(C)o2)o1	0	-5	-9	-3	-1.0	-2.1	1	-22	-1
Cc1cc(OC(C)C(=O)NCCN2CCOCC2)c2c(C)cc(=O)oc2c1 (centres undefined)	4	-3	-4	-12	-1.5	-0.3	6	45	21
COc1cccc(CN2C(=O)CN(C3CCCCC3)C(=O)C2c2ccc(F)cc2)c1 (centres undefined)	14	3	-6	-5	-3.3	-4.1	4	-3	25
NS(=O)(=O)c1ccc(CCNC(=O)NC2CCCCC2)cc1	-2	8	-9	-2	-1.6	-1.4	10	32	-4
Continuation:
SMILES	IDE inh	M18AAP inhibitor	pCIP destab	GPR7 antagonist	IMP-1 inhibitor	VIM-2 inh	IDE cell activ	PHOSPHO1 inh	NALP1 yeast inh
Nc1nonc1C(=O)N/N=C/c1cc(Br)ccc1O	-6	12	-22	-6	-2.8	-1.6	nt	-4	-7
CCOC(=O)c1c(C)nc2sc(C(N)=O)c(N)c2c1-c1ccc(OC)cc1	3	-11	3	-2	-2.1	-1.9	7	31	17
O=C(c1ccncc1)N1CCN(c2ccc3ccccc3n2)CC1	7	4	-11	-9	-2.9	-3.1	0	46	1
CCCCCCCC1=CC2=CC(=O)C(C)(OC(C)=O)C(=O)C2=CN1CCc1ccccc1 (centres undefined)	-2	1	-12	-9	-3.2	-1.2	nt	-4	23
CCCCCCCCS(=O)CCC(=O)O (centres undefined)	-2	-2	-5	-6	-1.7	-2.9	7	-4	-8
CCn1cc([N+](=O)[O-])c(C(=O)N2N=C(c3ccc(OC)cc3OC)CC2c2ccccc2O)n1 (centres undefined)	2	0	-7	8	-0.4	-1.3	7	-1	13
S=c1[nH]nc(-c2cc(-c3ccccc3)n[nH]2)n1/N=C/C=C/c1ccccc1	-4	18	-5	-2	-4.6	-5.0	5	27	-17
O=C1Nc2cc(Cl)c(Cl)cc2N(O)N1c1ccccc1	0	-6	-6	-4	-0.3	-6.4	2	13	-19
Cc1nn(C)c(C)c1CN(Cc1nc(CCC(C)C)no1)C(C)C	7	-2	-28	18	-2.6	-3.5	4	17	10

Complete entries, looked up by structure:
S=c1[nH]nc(-c2cc(-c3ccccc3)n[nH]2)n1/N=C/C=C/c1ccccc1 is listed with IDE inh: -4; M18AAP inhibitor: 18; pCIP destab: -5; GPR7 antagonist: -2; IMP-1 inhibitor: -4.6; VIM-2 inh: -5.0; IDE cell activ: 5; PHOSPHO1 inh: 27; NALP1 yeast inh: -17
CCCCCCCCS(=O)CCC(=O)O (centres undefined) is listed with IDE inh: -2; M18AAP inhibitor: -2; pCIP destab: -5; GPR7 antagonist: -6; IMP-1 inhibitor: -1.7; VIM-2 inh: -2.9; IDE cell activ: 7; PHOSPHO1 inh: -4; NALP1 yeast inh: -8
